Compound activity as filed in PubChem BioAssay.
PPARg SRC-1 ag: PPARgamma agonists recruiting SRC-1 coactivator, primary screen, biochemical; Peroxisome proliferator-activated receptor gamma (Homo sapiens), P37231; PPARgamma-SRC-1 coactivator recruitment biochemical assay; activation, % at 8 µM; 200,000 tested, 0.41% active; AID 631, 2007; in the data active means activation above about 19%;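 further: 0% = DMSO and 100% = reference agonist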
TLR4 MyD88 comp: inhibitors of TLR4-MyD88 association in cells, primary screen, cell-based, HeLa CL3-4, BLA complementation, FRET ratio; HeLa CL3-4 TLR4/MyD88 BLA complementation; inhibition, % at 8.4 µM; 200,000 tested, 0.18% active; in the data active means inhibition above about 25%;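 further: 0% = vehicle and 100% = reference inhibitor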
Target sequence (O00206 whole entry, looked up): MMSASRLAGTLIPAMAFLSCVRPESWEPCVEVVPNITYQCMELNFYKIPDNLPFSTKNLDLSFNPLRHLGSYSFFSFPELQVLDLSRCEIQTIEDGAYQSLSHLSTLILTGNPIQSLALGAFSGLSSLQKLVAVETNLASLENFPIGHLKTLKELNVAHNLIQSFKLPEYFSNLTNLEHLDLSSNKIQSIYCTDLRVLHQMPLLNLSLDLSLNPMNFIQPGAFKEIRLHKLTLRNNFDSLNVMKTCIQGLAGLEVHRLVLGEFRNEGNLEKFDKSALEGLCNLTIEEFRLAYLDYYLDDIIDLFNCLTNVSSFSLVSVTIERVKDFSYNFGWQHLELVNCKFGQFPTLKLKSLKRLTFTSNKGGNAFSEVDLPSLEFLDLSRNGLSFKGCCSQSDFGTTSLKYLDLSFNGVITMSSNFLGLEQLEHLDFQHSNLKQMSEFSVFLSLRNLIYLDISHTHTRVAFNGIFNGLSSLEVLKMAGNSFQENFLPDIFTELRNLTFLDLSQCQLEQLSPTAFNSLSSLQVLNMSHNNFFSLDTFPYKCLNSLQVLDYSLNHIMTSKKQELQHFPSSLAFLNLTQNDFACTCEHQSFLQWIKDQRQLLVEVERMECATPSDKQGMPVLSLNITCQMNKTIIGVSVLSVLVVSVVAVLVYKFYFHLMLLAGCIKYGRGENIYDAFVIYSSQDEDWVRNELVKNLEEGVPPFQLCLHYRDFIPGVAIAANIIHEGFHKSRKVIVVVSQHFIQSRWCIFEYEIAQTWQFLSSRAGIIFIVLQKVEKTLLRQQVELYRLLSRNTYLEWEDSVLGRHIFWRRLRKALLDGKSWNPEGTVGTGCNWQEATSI
Target sequence (Q99836 whole entry, looked up): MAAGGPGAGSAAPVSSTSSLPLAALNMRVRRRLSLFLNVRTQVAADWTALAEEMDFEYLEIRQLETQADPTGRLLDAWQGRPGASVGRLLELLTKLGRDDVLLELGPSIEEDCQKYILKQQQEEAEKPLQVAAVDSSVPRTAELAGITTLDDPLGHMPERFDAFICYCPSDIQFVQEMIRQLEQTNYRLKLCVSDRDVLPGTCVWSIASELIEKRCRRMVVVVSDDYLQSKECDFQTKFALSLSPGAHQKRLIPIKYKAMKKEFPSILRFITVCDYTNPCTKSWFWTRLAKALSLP
STAT3 activator: IL-6 driven STAT3 reporter potentiators, primary screen, U3A cells, luciferase, luminescence, MLSCN library; AID 871, 2007; IL-6 STAT3-luciferase reporter; 100% = signal with IL-6 EC80 alone; 190,000 tested, 0.91% active; activation (% of control), % at 5.6 µM;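 active means activation above the screen-wide mean of compound activation plus 3 SD, cut at about 130% in these data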;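 further: 0% = background luminescence of wells with medium and substrate only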
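Material: STAT3-luciferase reporter U3A cells; Probe or stimulus: IL-6 (33 ng/mL); Incubation: compound pre-incubation 1 h before IL-6, then 6 h stimulation at 37 °C; Technique: luminescence from STAT3-driven luciferase reporter; Evaluation: % activation versus median of IL-6-stimulated wells; Controls: IL-6-only high control.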
PPARg SRC-3 ag: PPARgamma agonists recruiting SRC-3 coactivator, primary screen, biochemical; biochemical PPARgamma/SRC-3 coactivator recruitment assay; AID 731, 2007; Peroxisome proliferator-activated receptor gamma (Homo sapiens), P37231; activation, % at 8 µM; 200,000 tested, 0.26% active; in the data active means activation above about 23%;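 further: 0% = DMSO and 100% = reference agonist; some compounds past the cut are filed as inactive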
SRC2 TRFRET art: TR-FRET signal artefacts, primary screen, artefact control for PPARgamma SRC-2 agonist project, biochemical; TR-FRET artefact counter-screen; active compounds read high; TR-FRET ratio at 8 µM; 200,000 tested, 0.4% active; in the data active means TR-FRET ratio above about 2000; further: inactives centre near 1500
ROMK mod: ROMK potassium channel modulators, primary screen, cell-based, thallium flux, MLSMR library | ATP-sensitive inward rectifier potassium channel 1 (Homo sapiens), P48048 | Tet-inducible ROMK, thallium flux fluorescence; actives lie on both sides | B-score at 10 µM | 130,000 tested, 2% active | AID 1918, 2009;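 active means signal ratio slope over the read window, or its plate-corrected B-score, at least 3 SD from the plate mean, either direction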;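 further: B-score of the F/F0 ratio slope over 7 to 12 s after thallium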
S1P3 antag: S1P3 receptor antagonists, primary screen, cell-based; AID 485, 2006; inhibition, % at 4.98 µM; CHO S1P3 NFAT-BLA reporter, FRET fluorescence, antagonist mode; Sphingosine 1-phosphate receptor 3 (Homo sapiens), Q99500; 170,000 tested, 0.27% active;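 active means inhibition above the plate cutoff, the mean inhibition of test wells on that plate plus 3 SD, cut at about 28% in these data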;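 further: cells challenged with S1P at its EC80 of 0.8 µM; blue over green emission ratio from cleaved BLA substrate after 4 h stimulation; 0% = S1P-stimulated wells and 100% = unstimulated DMSO-only wells; some compounds past the cut are filed as inactive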
STAT1 blocker: STAT1 signaling inhibitors, primary screen, cell-based, HTS, luciferase reporter; inhibition, % at 5.5 µM; NIH 3T3 STAT1-luciferase reporter, IFN-gamma, luminescence; 200,000 tested, 0.35% active; AID 920, 2007;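 active means inhibition above a set limit, the mean inhibition across all tested compounds plus 3 SD, cut at about 34% in these data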;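 further: 0% = IFN-gamma with DMSO and 100% = IFN-gamma with 300 µM nifuroxazide; values of inactives mirror those of a sister screen read the other way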
STAT3 blocker: IL-6 driven STAT3 reporter inhibitors, primary screen, U3A cells, luciferase, luminescence, MLSCN library. IL-6 STAT3-luciferase reporter; host cell line lacks STAT1. 190,000 tested, 0.89% active. AID 862, 2007. inhibition, % at 5.5 µM;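 active means inhibition above the mean inhibition across all screened compounds plus 3 SD, cut at about 44% in these data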;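 further: 0% = DMSO only wells and 100% = 100 µM nifuroxazide control wells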
PPARg SRC-2 ag: agonists of PPARg-SRC-2 recruitment, primary screen, biochemical, HTS; activation, % at 8 µM; PPARgamma LBD-SRC-2 recruitment; AID 1032, 2008; 200,000 tested, 0.34% active; in the data active means activation above about 22%;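 further: 0% = vehicle and 100% = reference agonist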
RAM network inh: inhibitors of the yeast RAM network, primary screen, dse1pr::URA3 reporter, 5-FOA selection; S. cerevisiae dse1pr::URA3 reporter, 5-FOA growth OD615, 2 d; analog-sensitive cbk1-as2 kinase mutant strain; inhibition, % at 50 µM; 190,000 tested, 1.8% active;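 active means inhibition above a set limit, 3 SD over mean compound inhibition, cut at about 8.4% in these data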;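 further: 0% = DMSO-only wells with no growth and 100% = 10 µM 1-NA-PP1 full growth; inhibition rescues growth on 5-FOA so higher OD means more RAM inhibition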
* hit, by the source's call; nt = no result given.

structure,S1P3 antag,PPARg SRC-3 ag,STAT3 blocker,STAT3 activator,TLR4 MyD88 comp,ROMK mod,RAM network inh,PPARg SRC-1 ag,SRC2 TRFRET art,STAT1 blocker,PPARg SRC-2 ag
NS(=O)(=O)c1ccc(N/N=C/c2cn(-c3ccccc3)nc2-c2ccccc2)c([N+](=O)[O-])c1,-7.8,-0.7,6.3,98.5,13.3,0.778,0.5,-6.7,1373,-15.9,-2.2
COc1cccc2c1OCC1COc3c(c(=O)n(C)c(=O)n3C)C21 (stereo not drawn),nt,-3.4,0.8,104.3,-1.3,-0.139,0.0,-5.7,1388,0.2,-3.7
CCCc1nc(SCC(=O)Nc2ccc(N3CCOCC3)cc2)c2ccccc2n1,nt,5.6,26.0,80.5,21.3,0,0.2,2.9,1619,19.1,5.8
COc1ccc(C(=O)Oc2c(C)occc2=O)cc1OC,25.8,3.6,-4.0,108.3,-3.4,nt,0.6,1.6,1433,-6.7,2.1
CCN(CC)S(=O)(=O)c1cccc(NC(=O)c2cc3ccccc3o2)c1,nt,3.1,11.4,93.6,7.5,nt,5.8,2.2,1492,-2.6,4.3
CCOC(=O)CCNC(C)C1COc2ccccc2O1 (stereo not drawn),-25.4,9.6,6.3,99.2,-10.1,nt,2.0,0.9,1346,-6.1,-0.9
CCN(CC)CCN1C(=O)c2ccccc2NC1c1ccc(Br)cc1 (stereo not drawn),3.8,0.6,-9.6,110.2,13.8,0.0613,0.2,2.7,1563,-0.5,-5.2
O=C(O)C1(S(=O)(=O)CCC(F)=C(F)F)CC1,11.8,0.2,-1.2,102.5,-2.8,0.0511,1.0,4.8,1506,0.4,5.4
CC(=O)Nc1ccc(C(=O)NCC(=O)OCc2ccccc2F)cc1,-17.5,-1.9,-3.2,106.8,4.2,-0.363,1.6,3.3,1372,-3.8,3.5
COc1ccccc1OC(=O)CCc1nc2ccccc2s1,-5.8,2.8,-2.6,108.3,-10.6,0.101,2.5,6.3,1693,-6.4,5.0
Cc1ccc(/C=N/NC(=O)c2nnn(-c3nonc3N)c2CSc2ccc(Cl)cc2)cc1,10.7,2.9,15.7,95.9,-9.8,0.642,7.5,2.4,1627,4.1,4.1
CCCCn1c(N)c(-c2nc3ccccc3o2)c2c([N+](=O)[O-])nn(CC)c(=O)c21,-3.0,-0.3,-3.2,100.6,3.4,0.805,3.0,0.1,1526,2.5,1.8

Next part:
structure,S1P3 antag,PPARg SRC-3 ag,STAT3 blocker,STAT3 activator,TLR4 MyD88 comp,ROMK mod,RAM network inh,PPARg SRC-1 ag,SRC2 TRFRET art,STAT1 blocker,PPARg SRC-2 ag
COc1ccc(S(=O)(=O)Nc2cc(C(C)C)c(O)cc2C)cc1,25.0,-2.3,11.0,93.8,11.9,-1.52,-0.8,-8.8,1440,9.9,5.7
Nc1nc(CCOc2ccc(F)cc2)cs1,-10.4,-5.4,4.6,101.6,-1.8,0.0494,4.0,5.4,1602,-48.0,2.1
CC1(C)CC(N(Cc2cccs2)C(=O)c2ccco2)CCO1 (stereo not drawn),-23.6,3.1,4.1,100.0,-11.3,-0.0511,0.0,1.6,1541,20.6,-0.8
COc1cc2nc(Cl)nc(N3CCOCC3)c2cc1OC,-7.2,3.8,15.8,93.1,-5.2,-0.00628,0.9,6.4,1545,-0.5,5.4
CCN(CC)S(=O)(=O)c1cc(NC(=O)CCCOc2ccc(C(C)=O)cc2)ccc1C,14.4,0.8,8.1,90.0,-3.2,nt,1.8,3.6,1368,4.5,6.8
Cc1cc(NC(=O)c2ccc(COc3ccc(Cl)c(C)c3)o2)no1,-16.2,1.4,2.0,102.5,-2.8,nt,3.3,3.6,1570,-5.0,5.5
Cc1nnc(-c2ccc(Cl)cc2)nc1NCCN(C)C,-3.8,1.4,14.1,91.5,-19.0,-0.184,-1.0,13.6,1712,3.1,7.0
CCCNC(=O)CCc1c(C)nc2nc(C)nn2c1C,12.1,-4.3,-0.1,103.0,4.8,nt,-1.1,1.4,1459,-7.9,-0.1
CCC1CCCCN1CCCNC(=O)C1CCC(=O)N1Cc1ccc(C)cc1 (stereo not drawn),-2.9,-8.5,5.2,102.0,3.1,0.409,1.3,-2.3,1546,-9.4,3.4
CCN(CC)C(=O)C1CCCN(Cc2ccc(OC)c(C)c2)C1 (stereo not drawn),-4.2,-1.5,10.4,96.5,-3.7,nt,2.2,-0.1,1372,-1.5,-3.6
CC(=O)CSc1ncnc2nc[nH]c12,-5.6,19.5,6.3,100.1,-0.5,0.328,0.4,7.5,1641,1.7,7.0
CCCCS(=O)CC(COCc1ccccc1)OC(=O)CSc1nc(C)cc(C)n1 (stereo not drawn),13.3,-15.6,0.0,103.8,0.2,-0.191,-0.3,-0.2,1581,-7.8,-6.7

Next section.
structure,S1P3 antag,PPARg SRC-3 ag,STAT3 blocker,STAT3 activator,TLR4 MyD88 comp,ROMK mod,RAM network inh,PPARg SRC-1 ag,SRC2 TRFRET art,STAT1 blocker,PPARg SRC-2 ag
COC(=O)c1scc(C)c1N/N=C(\C)c1ccc(F)cc1F,nt,2.7,8.0,94.2,-16.5,0.305,12.8*,-0.4,1515,1.1,1.7
O=C(c1ccccc1F)N1CCN(CC2CC3C=CC2C3)CC1 (stereo not drawn),29.9,-1.8,3.7,101.5,-2.7,nt,-0.1,4.8,1500,-7.9,1.6
Cc1ccc2oc(=O)c3cnn(CC(=O)N(Cc4ccco4)C4CCCCC4)c3c2c1,nt,-3.0,5.3,99.6,-5.2,nt,0.9,-3.9,1659,2.2,-4.7
O=C(CCCn1c(=S)[nH]c2ccccc2c1=O)NCCSCc1ccccc1,10.0,2.0,8.4,103.2,8.2,-1.25,4.4,-11.5,1395,4.9,-5.8
Cc1ccc(C)c(N(C(=O)Cn2nnc3ccccc32)C(C(=O)NCc2ccco2)c2ccncc2)c1 (stereo not drawn),-20.5,-18.6,-20.3,121.5,7.6,-0.157,2.0,-3.9,1377,4.0,-1.0
COc1cc(/C=N/Nc2cccc3cccnc23)cc(OC)c1O,-1.2,1.7,2.8,99.0,1.2,nt,0.9,5.9,1716,-14.3,4.2
COc1ccc(CCNC(=O)c2ccco2)cc1,-44.3,-0.6,7.1,96.2,-8.5,1.06,0.4,2.3,1299,-9.8,2.5
CCOc1ccc(OCC)c(NC(=O)CN(C)S(=O)(=O)c2ccc3nc(C)sc3c2)c1,-15.5,3.2,10.4,98.1,2.2,-0.457,2.5,-4.4,1608,8.3,2.0
CC(C)CC(=O)NCc1ccc2[nH]c3c(c2c1)CCCC3,0.2,0.5,1.3,103.1,2.9,-1.63,0.3,-1.7,1504,1.3,-7.8
CC(=O)Nc1ccc(S(=O)(=O)NNC(=O)c2ccc(S(=O)(=O)N3CCCCC3)cc2)cc1,-1.2,0.3,-2.6,100.0,0.5,0.238,-0.5,-4.0,1353,10.6,-8.7
O=C(c1cccc(S(=O)(=O)N2CCCCC2)c1)N1CCN(S(=O)(=O)c2ccc(F)cc2)CC1,nt,11.4,5.7,95.3,0.7,-0.451,0.0,-4.9,1676,3.0,10.0
COc1ccccc1NC(=O)C(=O)N(c1cccnc1)C(C(=O)NC(C)(C)C)c1ccccc1 (stereo not drawn),-3.7,-0.2,4.2,99.8,-3.4,-0.222,4.2,2.7,1722,-8.8,8.3

Further compounds
structure,S1P3 antag,PPARg SRC-3 ag,STAT3 blocker,STAT3 activator,TLR4 MyD88 comp,ROMK mod,RAM network inh,PPARg SRC-1 ag,SRC2 TRFRET art,STAT1 blocker,PPARg SRC-2 ag
CCSc1nnc(NC(=O)C2CC(=O)N(Cc3ccccc3)C2)s1 (stereo not drawn),-4.2,2.6,5.3,100.3,-6.7,-0.304,1.9,4.8,1519,-1.4,12.7
CC(C)CNS(=O)(=O)c1ccc(CCC(=O)NCC2CCCO2)cc1 (stereo not drawn),-8.2,4.4,3.6,96.6,0.1,nt,0.1,2.3,1560,3.6,7.8
Cc1sc2nc(C)n(/N=C/c3ccc(O)cc3)c(=O)c2c1C,nt,-6.3,12.2,95.2,-5.6,-1.06,2.0,-0.2,1552,3.6,8.7
CSc1nc(/C=C2\C=Nc3ccccc32)c(O)n1C,10.8,6.2,-54.9,146.5*,2.2,nt,2.5,11.0,1535,0.4,11.3
CCOC(=O)C1=C(CNC2CCCCC2)NC(=O)NC1c1cc(C)ccc1C (stereo not drawn),10.6,0.7,0.5,104.8,8.0,nt,1.3,8.2,1518,0.1,2.8
O=C1Nc2ccccc2C12OCC(COc1ccc(Cl)cc1)O2 (stereo not drawn),20.9,-7.0,24.2,82.7,15.8,-1.98,-1.3,1.2,1581,5.4,6.9

Some of these compounds in order of the PPARg SRC-2 ag value, low to high.
mol,S1P3 antag,STAT3 activator,TLR4 MyD88 comp,ROMK mod,RAM network inh,STAT1 blocker,PPARg SRC-2 ag
CCOC(=O)C1=C(CNC2CCCCC2)NC(=O)NC1c1cc(C)ccc1C (stereo not drawn),10.6,104.8,8.0,nt,1.3,0.1,2.8
O=C1Nc2ccccc2C12OCC(COc1ccc(Cl)cc1)O2 (stereo not drawn),20.9,82.7,15.8,-1.98,-1.3,5.4,6.9
Cc1sc2nc(C)n(/N=C/c3ccc(O)cc3)c(=O)c2c1C,nt,95.2,-5.6,-1.06,2.0,3.6,8.7
